From PubChem
Large T inhibition = TAg ATPase/helicase activity blockers – biochemical (AID 1903) | SV40 large T antigen ATPase/helicase inhibition assay; higher % means a stronger effect | inhibition, % at 20 µM; hits with a dose series show IC50 in µM | 0.39% of 310,000 active; in the data active means a potency from the dose series; further: strong numbers were not always called active
NOD2 inhibition = inhibition of NOD2-driven NF-kB reporter – cell-based, luminescence, uHTS, HEK293 (AID 1566). 0.63% of 290,000 active. inhibition, % at 4 µM, or EC50 in µM where a hit was titrated. HEK293 NOD2/NF-kB luciferase reporter, luminescence; higher % means a stronger effect; further: many of its hits are not listed in these tables
GPR55 activation = selective activators of receptor GPR55 – imaging, U2OS cells, beta-arrestin-GFP redistribution, primary screen (AID 1961); U2OS GPR55 beta-arrestin-GFP redistribution imaging; higher % means a stronger effect; activation, % at 10 µM, or EC50 in µM where a hit was titrated; 0.048% of 290,000 active;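 active means activation above 40% with more than 50 cells counted in the well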;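 further: U2OS osteosarcoma cells stably expressing GPR55 and beta-arrestin-GFP; plate controls were DMSO negative control for no effect and LPI positive control for full effect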
KOR beta-arrestin-1 = KOR antagonists, beta-arrestin recruitment, cell-based, luminescence, uHTS (AID 1778). KOR beta-arrestin recruitment, luminescence, antagonist mode; higher % means a stronger effect. inhibition, % at 10 µM, or IC50 in µM where a hit was titrated. 0.091% of 290,000 active; further: strong numbers were not always called active
NOD1 NF-kB reporter = NOD1 signaling inhibitors, primary screen, cell-based, luminescence, uHTS (AID 1578). 1% of 290,000 active. NOD1-driven NF-kB luciferase reporter cells, luminescence; higher % means a stronger effect. one-dose inhibition, % at 4 µM; EC50 in µM for titrated hits; in the data active means inhibition mostly above about 36%, no sharp cut-off; inactive means mostly below about 34%;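 further: HEK-293T reporter cells stimulated with the NOD1 agonist gamma-tri-DAP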
KOR beta-arrestin-2 = KOR agonists, beta-arrestin recruitment, primary screen, cell-based, luminescence, uHTS (AID 1777); one-dose activation, % at 10 µM; EC50 in µM for titrated hits; KOR beta-arrestin recruitment, luminescence; higher % means a stronger effect; 0.02% of 280,000 active; in the data active means activation above about 50%, passing the limit was not always enough; further: a part of the inactive calls stands beside numbers as strong as those of hits
GPR55 antagonists = GPR55 antagonists blocking LPI-driven arrestin recruitment, primary screen, imaging, U2OS, beta-arrestin-GFP, LPI agonist (AID 2013); U2OS GPR55 beta-arrestin-GFP translocation imaging, LPI antagonism; higher % means a stronger effect; 0.13% of 290,000 active; inhibition, % at 10 µM, or IC50 in µM where a hit was titrated;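 active means spots per cell inhibited over 60%, with over 100 cells counted and total cytoplasm intensity under 500,000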;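 further: U2OS cells stably carrying GPR55 and arrestin-GFP stimulated by 5 µM LPI near EC80; imaged beta-arrestin-GFP aggregate spots per cell after agonist stimulation; plate controls were LPI-stimulated DMSO wells for no effect and DMSO wells without LPI for full effect; some results filed as inactive read as strong as hits; confirmed hits need IC50 under 10 µM and bright autofluorescent wells are also inconclusive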
HIV fusion peptide = cell-free HIV fusion peptide-binding blockers – biochemical, uHTS, fluorescence dequenching, primary screen (AID 1986). cell-free peptide binding, fluorescence dequenching, 30 min; higher % means a stronger effect. inhibition, % at 20 µM; hits with a dose series show IC50 in µM. 0.3% of 290,000 active; in the data active means inhibition mostly above about 52%, no sharp cut-off; inactive means mostly below about 76%; further: some results filed as inactive read as strong as hits
Rac1 GTP hydrolysis = MgcRacGAP GTPase-activating activity inhibitors, confirmation, biochemical, ADP Hunter fluorescence; 0.6% of 340,000 active; inhibition, % at 30 µM; hits with a dose series show IC50 in µM; MgcRacGAP-stimulated Rac1 GTP hydrolysis, ADP Hunter fluorescence; higher % means a stronger effect; GST-tagged Rac1 F28L mutant substrate;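 active means first-screen hits whose inhibition reached a set limit at any dose in the follow-up dose series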;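 further: fluorescence reports GDP produced by GAP-driven GTP hydrolysis; strong numbers were not always called active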
* = called active by the depositor; / = not tested or not shown; [ ] = remark or other dose. Unless noted, no stated cut-off is given here; in the data, active means inhibition above about 50%; inactive means the rest. Some of the compounds tested, so the mix of outcomes need not match the whole.

NOD1 NF-kB reporter,NOD2 inhibition,Large T inhibition,Rac1 GTP hydrolysis,GPR55 activation,GPR55 antagonists,HIV fusion peptide,KOR beta-arrestin-1,KOR beta-arrestin-2,SMILES
-18%,-21%,19%,0%,-0.2%,-12%,-0.2%,-11%,4.6%,CC(=O)N1CCN=C1SCc1ccc(C(F)(F)F)cc1
-4%,-7%,6%,11%,-0.2%,4%,1.1%,21%,-6.2%,Cc1ccccc1C(=O)Oc1ccc(-c2csnn2)cc1
10%,12%,13%,6%,-0.1%,-7%,0.6%,-24%,20%,O=C(CN1CCN(CC(=O)Nc2ccccc2Cl)CC1)Nc1ccc2c(c1)OCCO2
-17%,8%,4%,13%,0.5%,2%,-0.3%,-19%[20 µM],-1.8%,COc1ccc(C2=NS(=O)(=O)N(C)C(C(=O)N3CCOCC3)=C2)cc1
-12%,1%,3%,4%,0.2%,-13%,-0.3%,-25%,1.9%,CC(=O)NCC1CCCN(C(=O)c2ccc(OC3CCN(Cc4ccccn4)CC3)cc2)C1 (configuration not stated)
-8%,-8%,-2%,12%,0.8%,-12%,0.0%,12%,-1.0%,CC(NC(=O)/C(C#N)=C/c1ccco1)c1ccccc1 (configuration not stated)
15%,3%,-3%,22%,-0.3%,-3%,-0.9%,-62%,4.4%,COc1ccc(CCNC(=O)CSc2nc(O)c(CC(C)C)c(=O)[nH]2)cc1OC
-3%,3%,5%,9%,-0.1%,4%,-1.4%,16%,-2.2%,C[C@H](NC(=O)C1CCN(S(=O)(=O)c2ccccc2)CC1)C(=O)NCc1cccc(Cl)c1
38%,-14%,1%,6%,-0.3%,-5%,3.4%,-58%,-0.1%,CCc1cc2ccc(C)c(C)c2nc1SCC(=O)Nc1cc(C)on1
37%,8%,7%,6%,0.4%,4%,-2.9%,-7%,-1.7%,CCN(CC)S(=O)(=O)c1ccc(NC(=O)CSc2ncnc3ccccc23)cc1
-35%,11%,17%,10%,-0.1%,2%,21%,-19%,-3.5%,O=C(O)/C=C\C(=O)Nc1ccc(N2CCN(c3ccc(Cl)c(Cl)c3)CC2)cc1
-41%,16%,9%,10%,-0.1%,-5%,-0.2%,-3%,-0.5%,CCOc1ccc(C(C)=O)cc1CN1C(=O)c2ccccc2S1(=O)=O
1%,17%,0%,-3%,-0.6%,-11%,-2.3%,33%,-3.3%,Cc1csc(N(C(=O)Cc2ccccc2F)c2ccccc2)n1
-32%,-5%,3%,4%,-0.1%,9%,2.2%,2%[20 µM],-12%,CCn1cc(Br)c(C(=O)Nc2nccs2)n1
-15%,-4%,17%,27%,-0.1%,9%,-0.7%,1%,-3.7%,C=CCc1ccccc1OCCCCN1CCCC1
-10%,-83%,6%,4%,0.1%,0%,-2.7%,-22%,-2.0%,CCCc1ccc(C(=O)NNc2ccc(F)cc2)cc1
-8%,-10%,5%,9%,0.1%,7%,-0.1%,8%,-1.8%,CCC(NC(=O)N(Cc1ccccc1)Cc1ccc2c(c1)OCO2)(C(F)(F)F)C(F)(F)F
-9%,8%,14%,4%,-0.1%,0%,4.2%,-8%,0.7%,N#CCc1cnc2ccccc2n1
-8%,-12%,7%,10%,-0.1%,-6%,-0.6%,-27%,1.5%,Cc1c(NC(=O)Nc2ccccc2[N+](=O)[O-])c(=O)n(-c2ccccc2)n1C
36%,-7%,3%,-6%,-0.2%,1%,-0.3%,-64%,6.4%,CCOC(=O)C1=C(C)NC2=C(C(=O)CCC2)C1c1cc(OC)ccc1OC (configuration not stated)
-28%,12%,7%,6%,-0.2%,1%,-0.9%,-48%[20 µM],/,O=C(CSc1ncn[nH]1)N1CCOCC1
-9%,-4%,7%,9%,-0.1%,-3%,0.9%,26%,-0.3%,CC(C)[C@H]1C=C(C(=O)O)O[C@@H](OCc2ccc(CO)cc2)C1
10%,6%,4%,11%,-0.2%,-1%,-0.8%,19%,1.9%,O=C(Nc1ccccc1)c1cccc(Cn2cc(C(F)(F)F)ccc2=O)c1
14%,-11%,11%,14%,-0.1%,4%,-2.3%,13%,-2.6%,COc1ccc(C(=O)NCc2nnc(SCC(=O)Nc3nnc(C)s3)o2)cc1
-11%,-5%,1%,2%,0.0%,8%,-1.4%,-32%,0.3%,COc1ccc(OC)c(C2=NOC(C(=O)NCc3cccnc3)C2)c1 (configuration not stated)

Reprinted at random: 2 entries already listed, in no set order.
NOD1 NF-kB reporter,NOD2 inhibition,Large T inhibition,Rac1 GTP hydrolysis,GPR55 activation,GPR55 antagonists,HIV fusion peptide,KOR beta-arrestin-1,KOR beta-arrestin-2,SMILES
-41%,16%,9%,10%,-0.1%,-5%,-0.2%,-3%,-0.5%,CCOc1ccc(C(C)=O)cc1CN1C(=O)c2ccccc2S1(=O)=O
-4%,-7%,6%,11%,-0.2%,4%,1.1%,21%,-6.2%,Cc1ccccc1C(=O)Oc1ccc(-c2csnn2)cc1

The results go on.
NOD1 NF-kB reporter,NOD2 inhibition,Large T inhibition,Rac1 GTP hydrolysis,GPR55 activation,GPR55 antagonists,HIV fusion peptide,KOR beta-arrestin-1,KOR beta-arrestin-2,SMILES
-20%,4%,9%,-13%,-0.1%,-10%,0.3%,2%,7.5%,C[C@H](NC(=O)[C@@H]1Cc2ccccc2CN1)C(=O)Nc1ccc2c(c1)OCCO2
-7%,5%,10%,12%,0.3%,16%,-1.7%,1%,-2.8%,COc1ccc(CNC(=O)C2=CCN(S(=O)(=O)c3ccc(C)cc3)CC2)cc1
6%,-12%,5%,11%,-0.1%,14%,29%,-36%,-0.6%,CCOC(=O)c1c(CN2CCN(Cc3ccccc3)CC2)n(C)c2cc(Br)c(OC)cc12
-10%,16%,6%,5%,0.3%,1%,-2.3%,-22%,0.5%,COC(CNC(=O)c1ccc2nc(-c3ccccc3)c(-c3ccccc3)nc2c1)OC
27%,-30%,14%,13%,0.1%,-1%,33%,27%,-5.0%,O=[N+]([O-])c1cc(/C=N\Nc2nc(-c3ccccc3)cs2)ccc1O
-11%,26%,2%,7%,-0.2%,2%,1.6%,/,/,Cn1c(=O)c2c(ncn2CC(=O)N/N=C/C=C/c2ccccc2)n(C)c1=O
-23%,-3%,4%,4%,0.0%,7%,0.2%,-1%,-1.3%,Cc1ccc(C)c(OC(=O)c2cccc(S(=O)(=O)N3CCN(C)CC3)c2)c1
-21%,5%,31%,14%,0.0%,-5%,-0.9%,-1%,0.6%,Cc1nn(-c2cc(N3CCOCC3)ccc2N)c(=O)c2ccccc12
-24%,1%,5%,3%,-0.2%,4%,-1.4%,18%,-2.2%,Cc1ccc(CNC(=O)C(NS(=O)(=O)c2ccc3nc(C)sc3c2)C(C)C)cc1 (configuration not stated)
-57%,-29%,9%,14%,0.0%,26%,0.5%,-4%,3.8%,COc1cccc(C(=O)c2cc3ccc(O)cc3oc2=O)c1
/,39%,14%,11%,0.2%,27%,0.4%,-13%,-0.1%,CCN(CC)S(=O)(=O)c1ccc2oc(C(=O)Nc3ccc(OC)cc3OC)c(C)c2c1
-2%,3%,9%,8%,0.9%,6%,0.9%,28%,-3.4%,O=C(NCC(=O)N1CCc2ccccc2C1)c1ccc(Cl)cc1Cl
-13%,-45%,9%,9%,0.0%,-5%,-2.5%,9%,3.2%,Cc1nn(C)cc1/C=N/NC(=O)c1ccco1
-27%,3%,14%,6%,-0.5%,3%,-1.1%,9%,0.1%,COCCNC(=O)CSc1nnc(CCCN2C(=O)c3cccc4cccc(c34)C2=O)n1-c1ccccc1
-15%,9%,1%,4%,0.4%,6%,-0.6%,-5%,-2.5%,O=C(c1ccco1)N1CCN=C1SCc1cccnc1
-18%,5%,2%,6%,-0.1%,11%,2.7%,9%,-4.1%,CCn1c(CCCNC(=O)c2cccs2)nc2ccccc21
1%,-13%,2%,6%,0.3%,-8%,-1.6%,-27%,6.9%,O=C1CC(NCCN2CCOCC2)C(=O)N1Cc1ccc(N2CCCC2=O)cc1 (configuration not stated)
-14%,8%,30%,19%,0.2%,-8%,-2.5%,-28%[20 µM],-1.8%,CCN(CC)c1ccc(NS(=O)(=O)c2ccc(OC)cc2)cc1
-2%,7%,6%,3%,0.2%,2%,2.3%,-15%,0.9%,CCN(CC)C(=O)CSC1=Nc2ccccc2C2=NC(Cc3c[nH]c4ccccc34)C(=O)N12 (configuration not stated)
-5%,-4%,7%,2%,0.3%,2%,-1.8%,7%,3.9%,CC(C)(C)c1ccccc1NC(=O)c1ccc2c(c1)SC1=NS(=O)(=O)CCN12
-7%,14%,1%,2%,0.3%,1%,-1.1%,-43%,4.7%,Cc1ccc(N2CC(C(=O)N3CCC(C(=O)NC(C)(C)C)CC3)CC2=O)cc1 (configuration not stated)
-49%,15%,4%,13%,-0.3%,-2%,2.1%,-9%,-0.8%,CCOC(=O)Cn1nc(-c2ccccc2)nc1-c1ccccc1
-31%,-6%,14%,3%,-0.1%,9%,2.4%,-3%,3.3%,O=C(Nc1ccc(C(=O)N2CCCCC2)cc1)c1ccccc1Br
1%,-32%,6%,1%,0.0%,-5%,-1.2%,-12%,7.5%,Cn1cc(C(C[N+](=O)[O-])c2ccccc2)c2ccccc21 (configuration not stated)
23%,1%,15%,4%,0.3%,7%,-0.4%,0%,-4.0%,Cc1ccccc1OCCn1cc(/C(N)=N/O)c2ccccc21
-39%,-27%,10%,0%,-0.1%,8%,3.4%,-3%,-1.4%,COC(=O)C1=C(NC(=O)COc2ccc(Cl)cc2Cl)CCS1
0%,11%,13%,-2%,0.0%,-3%,-0.9%,23%,0.6%,COc1ccccc1C(=O)C1CCCN(C(=O)CCn2cnnn2)C1 (configuration not stated)
-51%,-127%,8%,-2%,0.2%,-4%,3.0%,19%,0.6%,c1csc(-c2noc(COc3ccc4c(c3)CCCC4)n2)c1
-51%,-1%,-2%,6%,-0.1%,7%,4.1%,0%,4.1%,Cc1nn(CC(=O)Nc2nc3ccccc3s2)c(C)c1[N+](=O)[O-]
-36%,-78%,14%,10%,-0.1%,9%,14%,-69%[20 µM],-8.1%,Cc1ccc(O)c(NC(=S)NC(=O)/C=C/c2ccco2)c1
-4%,3%,6%,8%,-0.2%,17%,-1.7%,6%,0.8%,CCOc1ccsc1C(=O)O
3%,-51%,20%,7%,-0.1%,6%,1.8%,-3%,11%,Cc1ccsc1/C=N/NC(=O)c1c[nH]c2ccccc12
-34%,7%,4%,5%,0.5%,-3%,-1.9%,-15%,-4.0%,Cc1ccc(CNC(=O)C2=NNC(=O)CC2)cc1
-9%,6%,15%,11%,-0.1%,0%,0.0%,25%,0.5%,C/C(=N\NC(=O)CSc1nc2ccccc2o1)c1cccc(O)c1
